# From PubChem
# hcGAS inh – inhibitors of human cGAS | Q8N884 | recombinant h-cGAS, ATP depletion, Kinase-Glo luminescence | inhibition, % at 12.5 µM | actives 0.081% (n = 290,000) | AID 1259398;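 note: 0% = vehicle reaction and 100% = reaction without DNA for no activity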
# Target sequence (Q8N884 whole entry, looked up): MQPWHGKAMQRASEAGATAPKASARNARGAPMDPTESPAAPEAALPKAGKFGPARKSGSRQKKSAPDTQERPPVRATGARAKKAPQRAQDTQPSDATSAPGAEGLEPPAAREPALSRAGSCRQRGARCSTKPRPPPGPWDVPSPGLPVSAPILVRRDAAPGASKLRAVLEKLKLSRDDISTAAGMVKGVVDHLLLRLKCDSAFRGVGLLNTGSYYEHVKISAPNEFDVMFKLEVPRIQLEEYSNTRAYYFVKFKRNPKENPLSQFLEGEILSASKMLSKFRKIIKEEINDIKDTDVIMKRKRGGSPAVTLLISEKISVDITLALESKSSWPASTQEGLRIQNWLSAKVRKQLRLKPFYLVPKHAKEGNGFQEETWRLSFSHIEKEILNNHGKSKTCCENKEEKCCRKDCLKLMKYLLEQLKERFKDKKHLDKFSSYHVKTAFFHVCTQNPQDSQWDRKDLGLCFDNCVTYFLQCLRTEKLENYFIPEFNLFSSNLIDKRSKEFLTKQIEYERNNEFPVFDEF
# mcGAS inh – inhibitors of mouse cGAS. inhibition, % at 12.5 µM. recombinant cGAS, Kinase-Glo ATP depletion luminescence. Q8C6L5. actives 0.15% (n = 160,000);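 note: 0% = negative control wells and 100% = reference inhibitor with no enzyme activity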
# NPYLR7 agonist – mosquito NPYLR7 agonism. activation, % at 10 µM. actives 0.15% (n = 270,000). AID 1259423. HEK293T NPYLR7/Galpha15, GCaMP6s calcium fluorescence; in the data active = activation above about 40%;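 note: 0% = vehicle and 100% = reference agonist at the receptor; some compounds past the cut are filed as inactive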
# Active calls of the source: *; . = not tested or not shown; & = joins results of further samples. Cut-off read from the data, not from the text of the source, unless noted: active = inhibition above about 40%; inactive = the rest.
SMILES,hcGAS inh,mcGAS inh,NPYLR7 agonist
O=C(Nc1ncn(CC(=O)N2CCCCCC2)n1)C1CC2CCC1C2 (centres undefined),-11,.,11
COc1ccc(/C=C2/N=C(SCC(N)=O)N(c3cc(C)cc(C)c3)C2=O)cc1,-7,-17,-2
CCN(CCn1cccn1)C(=O)c1ccc(=O)[nH]c1,3,.,-2
CCCc1c(C)c(C#N)c2nc3ccccc3n2c1NCCN1CCOCC1,-2,.,1
CCCC(C)c1cc(NC(=O)C2CC3CCC2O3)n[nH]1 (centres undefined),-2,.,1
Cc1cccnc1[C@H](C)NC(=O)CNS(=O)(=O)c1cccs1,-5,-18,3
Cc1cccc2sc(N(CCN3CCOCC3)C(=O)c3cccc(S(C)(=O)=O)c3)nc12,-10,.,14
CCOC(=O)c1sc(NC(=O)COc2ccc(Cl)cc2Cl)c(C(=O)OCC)c1C,-4,-7,19
CCOC(=O)C(C#N)c1cccc(F)c1 (centres undefined),-8,.,18
Cc1cc(C(=O)NC(C)c2ccccc2)nc2cc(-c3ccccc3)nn12 (centres undefined),-3,-6,16
Cc1ccc(S(=O)(=O)N(CCN(C)C)Cc2ccc(C#N)cc2)c(Cl)c1,-3,.,3
C=CCCC(O)CN(CCN1CCOCC1)Cc1cccs1 (centres undefined),-2,-4,29
CNc1ccc(Cl)cc1C(=O)NCCn1c(C)cc(C)nc1=O,-5,.,4
CCCCC1CN(CCNC(=O)c2ccc(N3CCN(C)CC3)cc2)Cc2ccccc2O1 (centres undefined),-4,-8,12
COc1ccc(-c2cnc3ncnn3c2N2CCCN(S(=O)(=O)CCl)CC2)cc1OC,-5,-7,.
COc1ccc2[nH]c(C(=O)c3ccccc3)cc2c1,-6,.,5
COc1ccc(Nc2nc(Nc3ccc(OC)c(Cl)c3)c3cnn(C)c3n2)c(OC)c1,-5,.,3
COc1ccc(-n2nnnc2CNC(=O)Cc2cccc(C)c2)cc1,-7,-7,2
CSc1ccccc1C(=O)NCc1c(C)ncc2c1CCN(C(=O)c1cc(C)n(C)n1)C2,-2,-9,12
Cc1ccc(F)c(-c2ncccc2NC(=O)C(C)C)c1,-4,-15,11
CCN(Cc1ccc2c(c1)OCO2)Cc1nc(C(C)(C)C)no1,-2,.,-1
Cc1nc(CCNC(=O)C2=NNC(=O)CC2)nc2c1CCCC2,-7,-17,-2
CC(C)Nc1ccc(-c2cc(N)nc3[nH]ccc23)nn1,-4,.,2
CCCCCCn1c(N2CCCCC2)nc2c1c(=O)[nH]c(=O)n2C,-3,-5,5
Nc1nc2c(ncn2COCCO)c(=O)[nH]1,-3&-2&-4&-2&2,-4&-1,-1&-16&-8&6&-7
Cc1ccc(C(=O)N2CCC(c3n[nH]c(=O)n3-c3ccccc3)CC2)s1,-4,.,6
Cc1cc(C)c2c3c([nH]c2c1)CCC(NC(=O)C1(c2ccccc2)CC1)C3 (centres undefined),-10,-7,.
C#CCN1CCCC1COC(=O)CSCC1CCCCO1 (centres undefined),-4,.,2
CC(OC(=O)CC(C)(C)C)c1nc2cc(Cl)ccc2n1C (centres undefined),-5,.,2
COc1ccc(C2CC(c3ccc(Br)s3)=Nc3nnnn32)c(OC)c1 (centres undefined),1,.,17

# Taken from the listing (21 entries):
SMILES,hcGAS inh,mcGAS inh,NPYLR7 agonist
Cc1cccc2sc(N(CCN3CCOCC3)C(=O)c3cccc(S(C)(=O)=O)c3)nc12,-10,.,14
CCOC(=O)c1sc(NC(=O)COc2ccc(Cl)cc2Cl)c(C(=O)OCC)c1C,-4,-7,19
CCOC(=O)C(C#N)c1cccc(F)c1 (centres undefined),-8,.,18
Cc1cc(C(=O)NC(C)c2ccccc2)nc2cc(-c3ccccc3)nn12 (centres undefined),-3,-6,16
Cc1ccc(S(=O)(=O)N(CCN(C)C)Cc2ccc(C#N)cc2)c(Cl)c1,-3,.,3
C=CCCC(O)CN(CCN1CCOCC1)Cc1cccs1 (centres undefined),-2,-4,29
CNc1ccc(Cl)cc1C(=O)NCCn1c(C)cc(C)nc1=O,-5,.,4
CCCCC1CN(CCNC(=O)c2ccc(N3CCN(C)CC3)cc2)Cc2ccccc2O1 (centres undefined),-4,-8,12
COc1ccc(-c2cnc3ncnn3c2N2CCCN(S(=O)(=O)CCl)CC2)cc1OC,-5,-7,.
COc1ccc2[nH]c(C(=O)c3ccccc3)cc2c1,-6,.,5
COc1ccc(Nc2nc(Nc3ccc(OC)c(Cl)c3)c3cnn(C)c3n2)c(OC)c1,-5,.,3
COc1ccc(-n2nnnc2CNC(=O)Cc2cccc(C)c2)cc1,-7,-7,2
CSc1ccccc1C(=O)NCc1c(C)ncc2c1CCN(C(=O)c1cc(C)n(C)n1)C2,-2,-9,12
Cc1ccc(F)c(-c2ncccc2NC(=O)C(C)C)c1,-4,-15,11
CCN(Cc1ccc2c(c1)OCO2)Cc1nc(C(C)(C)C)no1,-2,.,-1
Cc1nc(CCNC(=O)C2=NNC(=O)CC2)nc2c1CCCC2,-7,-17,-2
CC(C)Nc1ccc(-c2cc(N)nc3[nH]ccc23)nn1,-4,.,2
CCCCCCn1c(N2CCCCC2)nc2c1c(=O)[nH]c(=O)n2C,-3,-5,5
Nc1nc2c(ncn2COCCO)c(=O)[nH]1,-3&-2&-4&-2&2,-4&-1,-1&-16&-8&6&-7
Cc1ccc(C(=O)N2CCC(c3n[nH]c(=O)n3-c3ccccc3)CC2)s1,-4,.,6
Cc1cc(C)c2c3c([nH]c2c1)CCC(NC(=O)C1(c2ccccc2)CC1)C3 (centres undefined),-10,-7,.

# (next part)
SMILES,hcGAS inh,mcGAS inh,NPYLR7 agonist
O=C(OCc1nc(C(=O)Nc2cccc3c2CCCC3)cs1)c1ccccc1,-5,-4,-17
COC(=O)c1ccc(Oc2c(C)oc3c4c(ccc3c2=O)OCN(Cc2ccccn2)C4)cc1,0,-3,-10
Cc1nsc(N2CCN(C3CC4CCC3C4)CC2)n1 (centres undefined),-9,-11,3
Cc1noc(-c2cccnc2)c1C(=O)NCc1cccs1,-5,-4,2
CCOC(=NC(=O)c1cccc(OC)c1)N(C)C1CCN(C)CC1,-1,-6,21
Cc1nc2ncccn2c1C(=O)N1CCCC(CO)(CCc2ccccc2)C1 (centres undefined),-4,.,0
O=C(CSc1nccn(-c2ccc3c(c2)OCCO3)c1=O)c1ccccc1,-9,-7,0
Cc1ccc2c(c1)CCCN2C(=O)c1ccc(C(N)=O)cc1,-7,.,0
S=C(NN=Cc1ccc2ncccc2c1)Nc1cccnc1,-2,-5,6
CC(=O)N1CCc2c(nc(C)nc2N2CCN(CCc3ccncc3)CC2)C1,1,-3,.
O=C1NCCN(Cc2ccc(F)c(F)c2)C1CC(=O)N1CCCC1 (centres undefined),-3,-5,2
CN(C)C1(CNC(=O)c2sccc2-c2ccc(F)cc2)CCCCC1,-10,.,5
O=C(Nc1ccc(SCCCC(=O)N2CCN(c3ccccc3)CC2)nn1)C1CC1,-5,-11,1
Cc1ccc(CN(C)CC(=O)N2CCSC2c2ccc(F)cc2)cc1 (centres undefined),-10,-7,-4
CCc1c(C)sc2ncnc(-c3ccc(S(C)(=O)=O)cc3)c12,-4,.,10
O=c1c2cnc(N3CCCCC3)nc2ccn1-c1ccc(Cl)c(Cl)c1,-7,-8,-2
COc1cccc(C(=O)N2CCc3ccccc3C2c2ccccc2F)c1 (centres undefined),-2,-4,-3
COc1ccccc1-n1ncc2c(C(C)C)nnc(SC)c21,-3,-9,-9
COc1ccc(-n2c(SCC(=O)N3CCC(C)CC3)nc3c([nH]c4ccccc43)c2=O)cc1,6,-4,0
Cc1nc(N2CCC(C(N)=O)CC2)nc(Nc2ccc(F)cc2)c1[N+](=O)[O-],-15,.,-6
COC(=O)C(C)Sc1ccc(NC(=O)C2CC2)nn1 (centres undefined),0,.,-1
O=S(=O)(N(c1ccc(Br)cc1)C(F)F)C(F)(F)F,-1,.,6
Nc1nc(Nc2ccc(F)cc2)nc(C(F)(F)F)n1,-2,.,-2
Cc1ccc(CS(=O)(=O)CCC(=O)NC(C)C)cc1,-1,.,1
CCO[C@H]1COC[C@@H]1NC(=O)c1n[nH]c(=O)c2ccccc12,-2,.,-2
Cc1noc(C)c1C1CCCN1C(=O)c1cnn2ccn(C)c12 (centres undefined),-1,-18,0
Cc1ccc(C(=O)NCC(=O)N2CCOC(COCc3ccc(F)cc3Cl)C2)cc1 (centres undefined),-3,-5,1
COc1ccc(-c2cnc3ncnn3c2N2CCN(c3cccc(C(F)(F)F)c3)CC2)cc1,-8,-6,.
O=C(Nc1ccn(Cc2ccncc2)n1)Nc1ccccc1C(F)(F)F,-9,-13,-5
NC(=O)NC1CCN(C(=O)C(c2ccc(Br)cc2)N2CCCC2)CC1 (centres undefined),1,.,-1
O=C(c1csc(CSc2nnc(-c3cccnc3)n2-c2cccc(Cl)c2)n1)N1CCOCC1,-7,-5,13
O=C(Nc1ccnn1Cc1ccc(Cl)cc1Cl)C1CCN(S(=O)(=O)c2ccccc2)CC1,-7,-7,8
O=C(c1ccncc1)N1CCC(C2CCN(Cc3ccc(Cl)cc3)C2)CC1 (centres undefined),-1,.,-4
COc1ccc(CNc2nccn3ccnc23)cc1,-7,.,0
COc1ccccc1-c1ccc(NCCNC(C)=O)nn1,-6,-12,-1
O=C(OCc1ccccc1)N1C[C@H](O)[C@H]2C[C@@H]1Cc1c2[nH]c2ccccc12,-3,-9,27
COc1ccccc1-c1coc2cc(OC(=O)c3ccco3)ccc2c1=O,-4,-6,0
CCCn1c(SCc2nc3sc4c(c3c(=O)[nH]2)CCC4)n[nH]c1=O,-8,.,2
CC1=NC2=C(C(=O)CC(c3ccccc3)C2)C(c2cccc(F)c2)C1C(=O)OC1CCCCC1 (centres undefined),-5,-4,3
Cc1ccc(CN(CCN2CCOCC2)Cc2nc(C(=O)NCc3ccc(F)cc3)co2)c(C)c1,-2,-3,9
CC1CC(N2CCC(N3CCN(C)C3=O)CC2)C(=O)O1 (centres undefined),-5,.,10
CCOC(=O)c1nn(-c2ccccc2)c(=O)c2c(NC(=O)C(C)Oc3ccccc3)scc12 (centres undefined),-1,-3,-7
COc1ccc(CN(CCc2c[nH]c3ccccc23)Cc2nc(C(=O)NCCN(C)C)co2)c(OC)c1,-6,-6,.
C=CC[C@H]1CC=C[C@H](c2ccccc2)N1,-8,.,-6
Cn1ncc2c(=O)n(Cc3nnsc3Cl)cnc21,-4,.,2
Cc1csc(NC(=O)N2CCC(Nc3ccccc3F)CC2)n1,0,.,-23
Cc1cc(CNC(=O)c2ccc(OC3CCN(S(C)(=O)=O)CC3)c(Cl)c2)nn1C,-1,-13,3
CC(NC(=O)C12CC3CC(CC(C3)C1)C2)c1ccccn1 (centres undefined),-4&-1,-4,3&10
Cc1cc(F)ccc1C(O)c1ncc(-c2cccc(F)c2)[nH]1 (centres undefined),-9,.,-2
CC1CCCN(C(=O)c2cn[nH]c2-c2ccc3c(c2)OCCO3)C1 (centres undefined),-7,-7,3
# (list continues)
SMILES,hcGAS inh,mcGAS inh,NPYLR7 agonist
Cc1nn(-c2ccccc2)c2nc(CC(C)C)nc(N3CCCN(C(=O)C4CC4)CC3)c12,-13,-10,.
COc1cccc(COC(CN2CCN(C(=O)c3cc(C)nc(Cl)c3)CC2)c2ccc(Cl)cc2)c1 (centres undefined),-8,-5,4
COc1cccc(Cc2nsc(Oc3cccc(C(=O)NC(c4ccccc4)c4ccccc4)c3)n2)c1,-9,-6,14
CN(CC(F)F)C(=O)NCc1cc(F)ccc1Br,-17,.,6
CC(=O)SC(CC(=O)O)c1nc2ccccc2s1 (centres undefined),-6,.,0
COc1ccc(C2c3cc(OC)c(OC)cc3CCN2C(=O)CCSC)cc1OC (centres undefined),-7,-8,-4
CCOc1ccccc1Oc1cnc(N)nc1-c1ccc(OC)cc1O,-5,-4,1
O=C(CC(c1ccccc1)c1cn(Cc2ccccc2)c2ccc([N+](=O)[O-])cc12)NCc1cccc(C(F)(F)F)c1 (centres undefined),-9,-9,.
Cn1c(=O)c2c(NCCC3=CCCCC3)ccnc2n(C)c1=O,-3,.,6
COc1ccc(N=Nc2sc3ccccc3c2O)cc1,-27,-14,0
COCC1CCN(C(=O)c2cn(C(c3ccccc3)c3ccccc3)nn2)C1 (centres undefined),-5,.,16
CC(c1ccc(F)cc1)N(C)c1ncnc2sccc12 (centres undefined),-7,.,1
CC(=O)Oc1ccccc1C(=O)N1CCC(c2nc(-c3c(Cl)cccc3Cl)no2)CC1,-9,-6,7
Cc1c(C(=O)NCCc2ccco2)oc2c(Cl)cccc12,0,-13,11
O=C(NCCO[N+](=O)[O-])c1cccnc1,-2&-3,-5,-3&1
O=C(CSc1ncccn1)NCC1Cc2cc(Cl)cc(-c3ccc4[nH]ccc4c3)c2O1 (centres undefined),-2,-26,-2
CCOC(=O)c1ccccc1N/C=C(\C#N)c1nc2ccccc2s1,-4,-9,-4
CC1CCC(=O)C(Sc2nc(C3CC3)cc(-c3cccs3)c2C#N)C1 (centres undefined),-9,.,9
COc1cccc(OC)c1-c1cnc(NC(C)=O)cn1,-14,.,2
CNS(=O)(=O)c1ccc(CN2CCOC(Cc3cccc(F)c3)C2)cc1 (centres undefined),-7,-15,4
CC(Nc1ccc2nnnn2n1)c1cccc(Cl)c1 (centres undefined),-5,.,1
Cc1cccc(OCC(=O)N=Nc2c(O)[nH]c3ccc([N+](=O)[O-])cc23)c1,-3,-4,12
